CASP6 VEID inh – blocks human caspase-6 cleavage activity; P55212; purified caspase-6, Z-VEID-R110 cleavage fluorescence; inhibition, % at 12.5 µM; actives 0.53% (n = 350,000); AID 686996;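 active means mean inhibition across replicates at least about 35%, with every replicate also reaching that limit, limit read from the data; inconclusive means only one of the two criteria met; inactive means neither criterion met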;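 further: 0% = median of neutral control wells and 100% = no fluorescence left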
Target sequence (P55212 24-179 limits assumed): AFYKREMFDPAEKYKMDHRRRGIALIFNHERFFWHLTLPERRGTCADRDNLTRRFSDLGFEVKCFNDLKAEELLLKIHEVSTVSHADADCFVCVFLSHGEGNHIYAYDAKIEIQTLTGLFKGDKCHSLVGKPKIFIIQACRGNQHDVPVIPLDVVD
Target sequence (P55212 194-293 limits assumed): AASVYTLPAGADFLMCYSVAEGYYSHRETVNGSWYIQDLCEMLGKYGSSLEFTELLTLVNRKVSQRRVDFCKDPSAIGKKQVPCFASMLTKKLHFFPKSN
DENV2 CPE rescue – DENV2-induced cell death inhibition; AID 651640; actives 1.7% (n = 350,000); DENV2-infected cells, cytopathic effect rescue, plate reader; CPE inhibition, % at 9.99 µM; in the data active means CPE inhibition above about 20%, passing the limit was not always enough; inconclusive means no clear call, values can overlap the other calls; tested in BHK-21 cells;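 further: 0% = median of neutral control wells and 100% = median of positive control wells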
Xi reactivation – activators of X-chromosome reactivation in mouse fibroblasts; XiGFP mouse fibroblasts, % GFP-positive cells imaging, 3 d; cells co-treated with 5-aza-dC sensitizer; scaled so ellipticine positive control = 100%; activation, % at 7.58 µM; actives 0.055% (n = 360,000);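 active means mean normalized replicate activation at least 10% and every replicate at or above 10%; inconclusive means only one of the two criteria met; inactive means mean below 10% and not all replicates reach 10%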;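 further: 0% = median of on-plate neutral control wells and 100% = ellipticine 6 µM median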
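System: XiGFP fibroblasts, SV40-immortalized. Medium: DMEM plus 5-aza-dC sensitizer. Doses: single point. Timing: 3 d treatment, 15 min room-temperature fixation. Control set: ellipticine 6 µM.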
RAD54 inh – blocks human RAD54 Holliday junction branch migration; FAM/BHQ fluorescence; inhibition, % at 10.4 µM; Q92698; AID 602329; actives 0.14% (n = 360,000);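 active means mean normalized replicate activity at least 40 and at least half of replicates scoring 40 or more; inconclusive means only one of the two criteria met; inactive means mean below 40 and under half of replicates reaching 40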;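 further: 0% = median of neutral control wells and 100% = median of positive control wells; inhibitors cause a drop in the FAM fluorescence signal; in these data hits start at about 50%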
E-selectin induc – E-selectin induction on HUVECs; actives 0.37% (n = 260,000); AID 686992; HUVEC E-selectin immunofluorescence imaging; normalized: neutral wells 0, TNF-alpha wells 100; P16581; activation, % at 7.58 µM;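 active means mean E-selectin-positive cell signal at least 10% of the positive control, reached in at least 60% of replicates, without over 20% cell loss; inconclusive means no rule given, readout overlaps actives, possibly toxicity-flagged; inactive means the rest, including those meeting only one limit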;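 further: in these data hits start at about 27%; measured in HUVEC primary endothelial cells; signal is the percent of cells scored E-selectin positive by PE staining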
Target sequence (P16581 whole entry, looked up): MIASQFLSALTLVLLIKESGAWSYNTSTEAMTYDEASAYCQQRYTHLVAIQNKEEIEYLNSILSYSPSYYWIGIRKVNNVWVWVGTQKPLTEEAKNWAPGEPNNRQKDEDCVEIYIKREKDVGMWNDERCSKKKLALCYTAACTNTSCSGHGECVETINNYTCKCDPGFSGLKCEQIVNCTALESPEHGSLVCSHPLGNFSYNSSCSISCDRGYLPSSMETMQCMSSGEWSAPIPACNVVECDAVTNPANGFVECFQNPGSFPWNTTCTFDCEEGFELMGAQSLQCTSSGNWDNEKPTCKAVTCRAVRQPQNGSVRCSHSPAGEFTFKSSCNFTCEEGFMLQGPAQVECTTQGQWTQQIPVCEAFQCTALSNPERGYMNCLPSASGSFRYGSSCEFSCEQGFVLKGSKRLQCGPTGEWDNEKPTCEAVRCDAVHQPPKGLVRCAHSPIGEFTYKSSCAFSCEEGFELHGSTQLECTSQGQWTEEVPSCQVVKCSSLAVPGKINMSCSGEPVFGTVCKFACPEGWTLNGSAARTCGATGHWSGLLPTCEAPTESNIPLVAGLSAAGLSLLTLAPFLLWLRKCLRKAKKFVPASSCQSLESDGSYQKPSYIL
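Assay system: HUVEC primary endothelial cells. Input: 3,000 HUVEC seeded per well. Doses: one compound dose added by pin transfer. Read-out basis: % PE-positive cells. Benchmarks: TNF-alpha high, DMSO low. Detection: immunofluorescence imaging. Buffer or medium: EGM-2, gelatin.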
RAD52 anneal inh – blocks human RAD52 DNA annealing; P43351; recombinant RAD52 DNA annealing, FRET fluorescence; inhibition, % at 18.7 µM; actives 0.46% (n = 360,000);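 active means every replicate showing at least 50% inhibition; inconclusive means mean inhibition at least 50% but not in every replicate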
F508del corr – correctors of CFTR F508del function in bronchial epithelial cells; CFBE cells, YFP halide quenching; stimulated with forskolin plus potentiator P3; % fluorescence drop versus neutral controls; activity (quench increase), % at 7.58 µM; actives 0.36% (n = 350,000);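 active means mean added fluorescence quench of at least 8% versus neutral control, with both replicates also reaching 8%; inconclusive means only one of the mean or replicate conditions met; inactive means mean below 8% and not both replicates reaching 8%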;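 further: cells transiently co-express mutant CFTR-F508del with the halide-sensitive YFP; corrector assay measuring rescue of mutant channel to the surface after 24 h compound exposure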
INS-1E GSIS act – GLuc luminescence reporter in INS-1E cells, primary screen for activators of glucose-dependent secretion of insulin; INS-1E GLuc reporter insulin secretion, 2-3 h; activation, % at 16.6 µM; actives 0.61% (n = 370,000);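 active means lowest replicate activation of at least 40%, so every replicate reaches that level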;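 further: 0% = median of neutral control wells and 100% = median of IBMX positive control wells; some compounds called inactive have numbers as strong as hits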
* marks the source's active call; other numbers are inactive results; ? = inconclusive; . = not tested or not shown; & = joins results of further samples. Compounds were not picked by outcome, and some 3.7% of all compounds hit somewhere here.

smiles	F508del corr	Xi reactivation	DENV2 CPE rescue	CASP6 VEID inh	RAD52 anneal inh	RAD54 inh	E-selectin induc	INS-1E GSIS act
C[C@H](CO)N1C[C@H](C)[C@@H](CN(C)Cc2cccc(F)c2)Oc2ncc(C3=CCCCC3)cc2C1=O	-3.0	0.2	5	3	12	0	1.4	-5
CCOc1ccc(C(=O)C2CCN(CC(=O)Nc3nccs3)CC2)cc1	-2.2	0.0	-2	2	-10	3	0.3	-4
CC1CCN(S(=O)(=O)c2ccc3c(c2)N(CC(=O)NCCCN2CCCCC2)C(=O)CS3)CC1	0.1	0.0	-3	-46	-19	-9	.	-9
CC(C)C[C@H](NC(=O)C1(c2ccccc2)CCN(C(=O)OC(C)(C)C)CC1)C(=O)N1CCC[C@H]1C(=O)O	0.9	0.0	-5	2	3	-11	.	-32
O=C(CSc1nc(-c2ccccc2)c(-c2ccccc2)[nH]1)Nc1nccs1	0.6	.	7	7	7	0	.	-38
Cc1ccc(S(=O)(=O)CCC(=O)c2ccc(F)cc2)cc1	-3.6	9.0	-9	0	-6	4	0.3	31
NC(Cc1ccc(Cl)cc1)c1csc(Nc2nccc(C(F)(F)F)n2)n1 (stereo not drawn)	-2.3	0.2	5	8	-7	5	0.0	.
COCCN1C(=O)CSCC1(C)C(=O)NC(C)C (stereo not drawn)	-1.6	0.2	12	0	-7	.	-0.1	-3
Cc1ccc(S(=O)(=O)NC(=O)Nc2ccc(F)c(F)c2)cc1	-1.1	0.4	-2	10	-5	-5	0.1	2
CC(NC(=O)NC1CCCCC1)c1ccc2c(c1)OCO2 (stereo not drawn)	0.6	0.5	1	-4	-23	.	0.8	-9
O=S(O)OC1CS(=O)(=O)CC1c1ccccc1 (stereo not drawn)	-0.2	0.2	-1	-1	2	-12	0.2	.
COc1ccc(CNC(=O)c2cncc(Br)c2)cc1	-0.6	0.1	3	-1	-4	4	.	3
CC(=O)N[C@@H]1CC[C@H](CC(=O)NCc2ccc(Cl)cc2)O[C@@H]1CO	-0.5	-0.2	0	1	8	-1	1.0	-3
O=C(NCc1cccs1)c1cc(C2CC2)on1	4.5	0.1	-8	1	-16	1	0.0	25
CCC(=O)c1ccc(OCC(=O)Nc2ccc(N3CCCCC3)cc2)cc1	-1.2	0.0	-3	-2	-10	-3	.	-5
O=C(NCc1ccncc1)[C@@H]1CCCN1C(=O)[C@@H]1CCCN1	2.8	0.1	0	-6	-10	.	0.0	2
CCOc1ccc(NC(=O)CN(C)C(=O)c2cc(-c3ccco3)nc3ccccc23)cc1OCC	-3.5	0.0	1	5	-13	2	-0.3	7
O=C(CCSc1ccc(Br)cc1)Nc1cccnc1	1.3	0.5	.	-1	-9	.	.	11
CNC(=O)C[C@H]1CC[C@@H]2[C@@H](COc3ccc(NC(=O)c4cccs4)cc3C(=O)N2C)O1	-2.5	0.2	16	.	.	-4	0.0	7
CCOC(=O)c1[nH]cnc1C(=O)Nc1ccc(F)cc1	1.6	0.0	2	-1	-17	.	3.3	26
COCCCNC(=S)NC(=O)c1ccc([N+](=O)[O-])cc1	.	0.0	3	2	-10	7	.	-5
C/C(N)=C(/C#N)C(=O)CSc1ccccc1F	0.8	0.0	6	1	-14	.	.	19
O=C(C#Cc1ccccc1)c1cccc([N+](=O)[O-])c1	7.1	.	4	-1	-3	13	.	25
Nc1nc2c(ncn2[C@@H]2O[C@H](C(=O)NCC(c3ccccc3)c3ccccc3)[C@@H](O)[C@H]2O)c(=O)[nH]1	-4.8	-0.1	-6	9	-7	.	-0.3	.
O=C1C2CCCCC2C(=O)N1c1ccc(S(=O)(=O)Nc2ncccn2)cc1 (stereo not drawn)	-1.4	0.4	3	-2	-7	3	-0.1	26
O=C(COC(=O)c1nc(Cl)ccc1Cl)NC1CCS(=O)(=O)C1 (stereo not drawn)	1.6	0.0	1	1	10	4	.	6
CCOC(=O)c1ccc(CC(=O)c2ccc(O)c(O)c2O)o1	2.7	0.0	-6	16	-12	.	.	-6
CO[C@@H]1CN(C)C(=O)c2ccc(NS(=O)(=O)c3ccc(Cl)cc3)cc2OC[C@H](C)N(C)C[C@@H]1C	1.2	0.2	13	-4	3	0	1.0	10
Cc1ccc(Cn2ccc(NC(=O)c3cc(-c4ccc(Br)cc4)on3)n2)cc1	.	.	.	-2	9	-1	.	-5
CCCN1[C@@H]2c3ccc(-c4ccccc4F)c(=O)n3C[C@H]1[C@H](CO)[C@H]2C(=O)NCC	1.8	0.4	3	6	-7	9	-0.2	-1
CN(Cc1cnccn1)Cc1c(C(=O)N2CCc3ccccc3C2)nc2ccc(Cl)cn12	0.4	0.1	-4	2	-28	-4	.	-1
NC(=O)C1CCN(C(=O)c2ccc3c(=O)n(Cc4cccc(Br)c4)c(=S)[nH]c3c2)CC1	-1.3	-0.1	-4	4	-8	-11	.	-18
O=C(NCc1ccccc1)c1c(O)c2ccccc2[nH]c1=O	1.7	-0.1	9	2	-8	-9	.	5
CCN1CCN(S(=O)(=O)c2ccc(Cl)c(C(=O)NCCOc3ccc(C)cc3)c2)CC1	0.1	0.3	-1	0	-9	-3	0.0	-4
COc1ccc(CN2CCNC(=O)C2CC(=O)NCC2CCOCC2)c(C)c1C (stereo not drawn)	2.4	0.2	89*	-6	6	-10	0.1	12
C[C@H]1CN([C@@H](C)CO)C(=O)c2cc(C#CC3CCCCC3)cnc2O[C@@H]1CN(C)C(=O)NC1CCCC1	1.7	-0.8	-4	0	25	3	0.6	-35
CCOC(=O)CN1C(=O)S/C(=C/c2ccc(OC)c([N+](=O)[O-])c2)C1=O	.	0.4	-6	3	-12	5	.	-32
CC(C)(C)c1ccc(OCCNC(=S)Nc2ccccc2)cc1	3.2	0.3	4	3	0	-2	0.8	-24
Cc1[nH]c(C)c(C(=O)/C=C/c2ccc([N+](=O)[O-])cc2)c1C	3.0	-0.1	-1	7	-17	-14	0.0	.
CN1CSC2=C(C#N)C(c3cccc(OCc4ccccc4)c3)CC(=O)N2C1 (stereo not drawn)	0.7	0.1	0	6	-15	-2	-0.3	-3
O=C(COC(=O)COc1ccc(Br)cc1)NNC(=O)c1ccccc1	-2.6	0.0	-10	2	-9	-5	-2.2	1
O=C(Nc1cccc(F)c1)N[C@H]1CC[C@@H](CCn2cc(Cc3ccccc3)nn2)O[C@@H]1CO	1.7	0.3	?	3	0	-9	0.2	-10
O=C(CNC(=O)c1ccc(Cl)cc1Cl)OCc1ccccc1	1.0	0.5	-6	0	-15	-2	.	7
COc1ccc(OCC(=O)Nc2ccccc2C(=O)Nc2ccc(C(=O)O)cc2)cc1	2.9	0.0	2	1	-16	2	.	0
Cc1ccc2c(c1)N(C(=O)CCC(=O)NC1CCCCCC1)CC(C)O2 (stereo not drawn)	2.9	-0.1	-6	-1	-13	7	.	.
C/C=C/c1ccc([C@@H]2[C@H](CO)N(Cc3ccccn3)[C@H]2CNC(=O)CC)cc1	-2.3	0.3	5	.	-27	6	0.0	5
O=S(=O)(c1cccc(F)c1)N1CC[C@@H]2[C@H](CO)Nc3ccc(C#Cc4ccccc4F)cc3[C@@H]21	1.1	0.1	24*	0	7	-4	0.1	8
CC(=O)c1ccc(N2CCC(C(=O)O)CC2)cc1	-3.5	0.1	-1	4	-10	-14	.	-3
Cc1cc(C)cc(NC(=O)C(OC(=O)c2cc[n+]([O-])cc2)c2ccccc2)c1 (stereo not drawn)	-0.1	0.0	4	0	-13	5	-0.3	-9
C[C@H](CO)N1C[C@H](C)[C@@H](CN(C)S(=O)(=O)c2cn(C)cn2)Oc2ccc(NC(=O)Nc3ccccc3)cc2C1=O	3.1&0.7	-0.1&-0.3	1&3	2&-2	-8&-14	2&5	0.0&0.0	42&6
Cc1ccc(S(=O)(=O)N2CCCCC2)cc1NC(=O)Nc1ccc(Cl)cc1Cl	2.4	0.1	-4	-1	-10	.	-0.2	-4
C[C@H]1CCCCO[C@H](CN(C)C(=O)Nc2ccc(C(F)(F)F)cc2)[C@@H](C)CN([C@@H](C)CO)C(=O)c2cc(NC(=O)c3ccccc3)ccc2O1	-2.0	0.1	3	-1	-8	-1	0.1	-10
CCC(NC(=O)c1ccccc1NC(=O)c1ccco1)C(=O)NNC(=O)c1ccncc1 (stereo not drawn)	4.3	0.0	?	-1	-12	0	.	9
CC(=O)NCC(O)c1ccc([N+](=O)[O-])cc1 (stereo not drawn)	0.4	0.0	1	1	4	.	0.9	3
COc1ccc(NC(=O)Nc2ccc3c(c2)C(=O)N([C@H](C)CO)C[C@H](C)[C@H](CN(C)C)OCCCC[C@H](C)O3)cc1	-2.9	0.3	0	0	-1	8	0.1	9
Cc1ccc(Nc2c(-c3ccccn3)nc3cc(C)ccn23)cc1	-3.4	-0.2	-7	2	8	-2	.	-30

Later entries
smiles	F508del corr	Xi reactivation	DENV2 CPE rescue	CASP6 VEID inh	RAD52 anneal inh	RAD54 inh	E-selectin induc	INS-1E GSIS act
Cc1csc(=O)n1CC(=O)Nc1ccc(Cl)c(Cl)c1	-4.0	0.1	3	-10	-18	4	0.5	-14
Cc1c(NS(=O)(=O)c2cc([N+](=O)[O-])ccc2Cl)c(=O)n(-c2ccccc2)n1C	-0.4	0.0	-5	-3	-8	.	0.1	.
Cn1c(CC(=O)NN)c(Sc2ccccc2)c2ccccc21	12*	0.3	7	.	4	-2	-0.1	6
COc1ccc(NC2CCCN(Cc3cccc4cnccc34)C2)cc1 (stereo not drawn)	-1.9	0.0	-3	-6	1	8	.	-10
CCc1csc(CNC(=O)C2CCC(=O)N(Cc3cccc(F)c3)C2)n1 (stereo not drawn)	-1.3	-0.1	4	-2	-4	10	0.0	3
CCCCN(CC)CCNC(=O)CCNC(=O)Cn1ccc2ccccc2c1=O	0.1	-0.6	4	3	-4	.	.	-5
O=C(N/N=C/c1c[nH]c2ccccc12)c1ccn[nH]1	2.9	-0.6	6	-2	0	.	-0.8	9
Cc1ccc(S(=O)(=O)N(C)C[C@@H]2OCCCC[C@H](C)Oc3ccc(NS(C)(=O)=O)cc3C(=O)N([C@H](C)CO)C[C@@H]2C)cc1	-3.8	0.2	57*	-1	-5	-1	-0.1	-7
OC(c1ccccc1)(c1nc(/C=C/c2ccc(C(F)(F)F)cc2)cs1)C(F)(F)F (stereo not drawn)	0.5	0.2	-2	2	-7	3	-1.0	-22
O=C(CCN1CCN(S(=O)(=O)c2ccc(F)cc2)CC1)Nc1ccccc1F	2.9	0.3	-2	1	-12	-2	0.0	18
O=C(O)C1C(=O)NCC1c1ccccc1 (stereo not drawn)	-1.1	0.0	.	0	-8	.	2.9	19
COc1cccc(S(=O)(=O)Nc2ccc3c(c2)[C@H]2C[C@@H](CC(=O)NCCc4ccccc4)O[C@@H](CO)[C@H]2O3)c1	-5.3	0.1	5	-2	23	24	-0.1	-27
